Assay outcomes: PubChem BioAssay, National Center for Advancing Translational Sciences (NCATS)
Vif-APOBEC3G blk: blocks the Vif interaction with human APOBEC3G. HeLa A3G-eYFP + Vif (tagged APOBEC3G with the HIV-1 protein that degrades it), YFP fluorescence, overnight. actives 0.076% (n = 410,000). Potency, µM (top dose mostly 46.1 µM), for the others: top-dose activity, negative = active, hits mostly inhibitors;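 further: potency means the concentration at half of the fitted maximal effect; on the % scale 0 is the no-effect control and ±100 the full control effect; nearly all actives have a fitted effect of over 60% in size; hits raise eYFP signal because A3G escapes Vif-driven loss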
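HeLa cells stably expressing Vif and C-terminally eYFP-tagged A3G, seeded overnight at 37 deg C, then exposed to compound by pintool overnight at 37 deg C. Rise in yellow fluorescence (Ex 488/Em 500-530, Acumen) marks blocked Vif-driven A3G degradation.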
TrxR1 inh: blocks rat thioredoxin reductase 1. O89049. recombinant rTrxR1, NADPH fluorescence consumption, selenite substrate. Potency, µM (highest dose often 114 µM), without a hit: top-dose activity change, negative = inhibition, usual class: inhibitors. actives 1% (n = 390,000). AID 588453; further: potency means the concentration at half of the fitted maximal effect; on the % scale 0 is the no-effect control and ±100 the full control effect; nearly all actives have a fitted effect of over 65% in size
Target sequence (O89049 whole entry, looked up): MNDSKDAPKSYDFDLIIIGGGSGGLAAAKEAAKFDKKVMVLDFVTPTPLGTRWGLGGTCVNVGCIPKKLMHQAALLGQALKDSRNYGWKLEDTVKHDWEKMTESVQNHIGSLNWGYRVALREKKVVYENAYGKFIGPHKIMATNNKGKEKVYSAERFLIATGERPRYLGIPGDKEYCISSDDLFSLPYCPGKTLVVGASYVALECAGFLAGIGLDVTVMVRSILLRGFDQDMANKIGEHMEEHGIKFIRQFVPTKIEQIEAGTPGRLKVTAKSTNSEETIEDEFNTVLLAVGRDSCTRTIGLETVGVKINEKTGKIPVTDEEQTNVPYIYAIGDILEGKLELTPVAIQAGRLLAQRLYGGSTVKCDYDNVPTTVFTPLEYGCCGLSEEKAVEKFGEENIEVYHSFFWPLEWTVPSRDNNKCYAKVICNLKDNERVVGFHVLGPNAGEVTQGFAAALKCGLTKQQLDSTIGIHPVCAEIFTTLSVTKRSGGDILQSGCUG
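Rat TrxR1 (90 nM in the dispensed reagent) was pre-reduced with 400 uM NADPH for 5 min at room temperature, then incubated with compound for 15 min. After 400 uM selenite was added, NADPH fluorescence (Ex 340/Em 450 nm) was followed for 8 min.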
GRP78 ERSR act: ER stress response induction in glioma. U87-MG GRP78 promoter luciferase reporter, 16 h. Potency, µM, without a hit: at the highest dose activation, most hits filed as activators. actives 0.02% (n = 420,000). AID 602332; further: potency means the concentration at half of the fitted maximal effect; series mostly up to about 76 µM; % of control where 0% means no effect; nearly all actives have a fitted effect of over 35% in size
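ERSR induction read as luciferase luminescence (Bright-Glo, 10 min at room temperature) in stably transfected human U87-MG glioma cells exposed to compounds for 16 h, using GRP78 as sensor.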
RGS4 inh: human RGS4 inhibition; P49798; Transcreener GDP fluorescence polarization, RGS4-accelerated GTP hydrolysis; Potency, µM (doses to about 114 µM), inactives show at the top dose activity change, negative = inhibition, actives largely listed as inhibitors; actives 0.039% (n = 390,000); further: potency means the concentration at half of the fitted maximal effect; on the % scale 0 is the no-effect control and ±100 the full control effect; nearly all actives have a fitted effect of over 75% in size; some results filed as inactive show a strong effect at the top dose
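MLSMR compounds (23 nl, pin-transferred) preincubated 10 min at room temperature with a 500nM (2x) first reagent, then RGS4 at 900nM (2x) plus Transcreener GDP mix added; fluorescence polarization (620/688 nm) read before and after 90 min at 30 °C.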
Vif-A3F inh: inhibitors of Vif-A3F interaction. HeLa A3F-eYFP + Vif (tagged APOBEC3F with the HIV-1 protein that degrades it), YFP fluorescence increase. actives 0.2% (n = 390,000). Potency, µM (titrated, usually from 46.1 µM), inactives show top-dose activity, negative = active; further: potency means the concentration at half of the fitted maximal effect; % of control where 0% means no effect; nearly all actives have a fitted effect of over 65% in size
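HeLa cells stably expressing Vif plus C-terminally eYFP-tagged A3F were seeded, incubated overnight at 37 deg C, dosed with compound, incubated overnight again at 37 deg C. Yellow fluorescence (Ex 488/Em 500-530) reported blocked Vif-mediated A3F-eYFP degradation.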
LDHA block: blocks human lactate dehydrogenase A; AID 1347041; actives 0.15% (n = 480,000); P00338; activity change, % (values are at about 110 or 230 µM); purified LDHA, NADH/diaphorase-resazurin fluorescence; hits give low values; in the data active means activity change below about -30%; inconclusive means mostly about -25% to -30%;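 further: plate controls were DMSO wells for no effect and wells without enzyme for full effect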
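Remaining NADH was detected by diaphorase (0.133 mg/mL) converting 37 µM resazurin to fluorescent resorufin, read at 0 and 20 minutes. The preceding 5-minute room-temperature reaction used 2 nM LDHA, 0.2 mM sodium pyruvate and 0.06 mM NADH at pH 7.4.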
mIDH1 inhibitor: inhibitors of human mutant IDH1 R132H; O75874; IDH1-R132H enzyme, NADPH consumption, diaphorase/resazurin fluorescence; Potency, µM (highest dose often 76.6 µM), inactives show at the highest dose activity change, negative = inhibition, usual class: inhibitors; actives 0.093% (n = 390,000); further: potency means the concentration at half of the fitted maximal effect; on the % scale 0 is the no-effect control and ±100 the full control effect; nearly all actives have a fitted effect of over 65% in size
Target sequence (O75874 whole entry R132H, stated change not applied): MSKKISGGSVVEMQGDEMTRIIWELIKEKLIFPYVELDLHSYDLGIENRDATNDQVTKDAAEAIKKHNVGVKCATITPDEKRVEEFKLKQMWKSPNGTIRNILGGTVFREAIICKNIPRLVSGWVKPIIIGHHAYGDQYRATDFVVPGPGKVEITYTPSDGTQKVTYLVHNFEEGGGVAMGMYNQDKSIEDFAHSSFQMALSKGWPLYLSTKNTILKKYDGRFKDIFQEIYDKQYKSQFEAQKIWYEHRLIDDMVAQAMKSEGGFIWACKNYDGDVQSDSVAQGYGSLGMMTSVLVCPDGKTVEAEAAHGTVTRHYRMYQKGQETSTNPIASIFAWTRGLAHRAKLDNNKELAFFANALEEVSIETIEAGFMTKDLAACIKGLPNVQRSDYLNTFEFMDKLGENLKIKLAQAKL
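IDH1-R132H (0.5 ug/mL) preincubated 30 min with compound, then NADPH (0.016 mM) and alpha-KG (2 mM) added; 80 min at RT, pH 7.5. Remaining NADPH coupled via diaphorase/resazurin to fluorescence (540/590 nm); concentration-response curves normalized to no-enzyme control.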
TrxR1 substrate: is turned over as a substrate by rat TrxR1 | O89049 | purified TrxR1 substrate turnover, NADPH consumption readout | Potency, µM (highest dose often 114 µM), for the others: top-dose activity change, negative = substrate turnover | actives 0.01% (n = 390,000); further: potency means the concentration at half of the fitted maximal effect; on the % scale 0 is the no-effect control and ±100 the full control effect; nearly all actives have a fitted effect of over 50% in size
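Rat TrxR1, dispensed at 90 nM, was prereduced with 400 uM NADPH (final) for 5 min at ~22 deg C, then incubated with compound 15 min before 400 uM selenite. A first-read NADPH fluorescence drop versus no-compound background flagged substrates.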
USP1-UAF1 inh: inhibitors of human USP1/UAF1 deubiquitinase; recombinant USP1/UAF1, Ub-Rhodamine cleavage fluorescence; Potency, µM (titrated, usually from 57.1 µM), for inactives: top-dose activity change, negative = inhibition, hits mostly inhibitors; actives 0.23% (n = 390,000); AID 743255; further: potency means the concentration at half of the fitted maximal effect; on the % scale 0 is the no-effect control and ±100 the full control effect; nearly all actives have a fitted effect of over 60% in size; inactives centre near -12
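USP1/UAF1 complex (1 nM) preincubated 15 min at room temperature with compound, then Ub-Rho substrate (150 nM final) added. Kinetic fluorescence at 480/540 nm over 6 reads at 60 s intervals; 50 mM HEPES pH 7.8, 0.5 mM EDTA, 0.1 mg/ml BSA, 1 mM TCEP, 0.01% Tween-20.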
* = called active by the depositor; ? = inconclusive; / = not tested or not shown; & = joins results of further samples; [ ] = remark or other dose. Unless noted, the call rests on the fitted dose curve; in most records, active means well fitted curve in the direction sought with a large enough effect; inconclusive means small, poorly fitted or top-dose-only effect, or another doubt; inactive means no such curve, though single readings can be large; an effect the other way counts as inactive or inconclusive. These rows are one share of the data. The share of hits here may be higher or lower than overall.

Each structure is followed by: Vif-APOBEC3G blk	TrxR1 inh	GRP78 ERSR act	RGS4 inh	Vif-A3F inh	LDHA block	mIDH1 inhibitor	TrxR1 substrate	USP1-UAF1 inh
- Cc1ccc(N=Nc2[nH]c3ccccc3c2O)cc1
 : ?	14%	4%	-15%	?	-3	6%	3%	?
- S=c1nc(NCCc2ccccc2Cl)c2ccccc2[nH]1
 : -2%	-2%[57.1 µM]	10%	-41%	-46%	-6	-2%	5%[57.1 µM]	-21%
- Cc1ccc(C)c(N2CCN(C(=O)C3CCCN(S(=O)(=O)c4cnc[nH]4)C3)CC2)c1 (stereo not given)
 : 2%	-17%	-2%	-3%	-2%	-1	-3%	-7%	1%
- Cc1cnc(C(=O)OCC(=O)Nc2cc(Cl)cc(Cl)c2)cn1
 : -1%	4%	2%	-2%	-3%	-4	3%	5%	5%
- COc1ccc(CCNC(=O)CCSc2nc(-c3ccco3)cc(C(F)(F)F)n2)cc1
 : 2%	0%	-4%	1%	1%	-5	3%	0%	-1%
- C/C(Nc1ccccc1)=C(/C#N)C(N)=O
 : 3%	6%	0%	-30%	0%	-5	7%	2%	-13%
- O=C(c1cc2ccccc2oc1=O)N(Cc1ccccc1)CC1CCCO1 (stereo not given)
 : 0%	-12%	-2%	14%	-12%	-5	-1%	-7%	-2%
- CN(CC(=O)Nc1ccc(F)c(F)c1F)C(=O)CCN1C(=O)C2CCCCC2C1=O (stereo not given)
 : 1%	-20%	-4%	-11%	2%	-4	4%	-17%	-4%
- COc1ccc(NC(=O)c2ccc3c(c2)C(=O)N(Cc2cccnc2)C3=O)cc1
 : -2%	15%	-1%	-23%	-4%	2	3%	9%	-20%
- CC(C)N(C(=O)COC(=O)CCC(=O)c1cccs1)c1ccccc1
 : 0%	2%	-1%	17%	-14%	-2	-2%	-6%	1%
- COc1ccc(NS(=O)(=O)c2cc(NC(=O)Cc3cccs3)ccc2C)cc1
 : -3%	-10%	-3%	-9%	-2%	-5	1%	-3%	-20%
- Cc1nnc(SCC(=O)NCC(=O)Nc2ccc(F)c(F)c2F)n1N
 : 0%	27%	-3%	-1%	-4%	-10	-4%	8%	-18%
- COc1ccc(NC(=O)[C@@H](c2ccccc2)N2Cc3ccccc3C2=O)cc1OC
 : -6%	5%	-2%	-14%	-9%	5	7%	1%	-23%
- CC(c1ccco1)N(C(=O)c1ccccc1NS(=O)(=O)c1cc([N+](=O)[O-])ccc1Cl)c1ccccn1 (stereo not given)
 : -4%	-23%	-1%	-7%	-16%	1	-13%	-9%	-16%
- CC(C)(C)[C@H]1COC(=O)[C@H](NC(=O)OCC2c3ccccc3-c3ccccc32)C/C=C\C[C@@H](CC(=O)N[C@@H](CO)Cc2ccccc2)C(=O)N1
 : 2%	6%	-5%	-15%	0%	3	9%	8%	-14%
- COCCCn1c(C(=O)Nc2ccc3c(c2)OCO3)cc2c(=O)n3cccc(C)c3nc21
 : -6%	/	-2%	/	-9%	-16	-15%	/	-3%
- CCOc1c(Br)cc(CNCc2cccs2)cc1OC
 : 1%	12%[57.1 µM]	-2%	-12%	0%	1	5%	-19%[57.1 µM]	-2%
- Cc1nnc(SCC(=O)N2CCCC(N3CCN(c4ccc(F)cc4)CC3)C2)o1 (stereo not given)
 : -1%	-6%	-2%	-34%	-3%	-6	-1%	-1%	-23%
- O=C(CCC(=O)OCC(F)(F)C(F)F)Nc1ccc(Cl)cc1
 : 1%	-18%	-3%	-10%	-5%	1	9%	-13%	-13%
- CC(=O)Nc1ccc(NC(=O)CN(c2ccccc2Cl)S(C)(=O)=O)cc1
 : 0%	0%	-1%	9%	-11%	-1	-1%	8%	-8%
- CC(=O)NCCC(=O)Nc1cc(S(=O)(=O)N2CCOCC2)ccc1Oc1ccccc1
 : 1%	9%	1%	1%	-5%	2	4%	6%	-27%
- O=C(CSc1nnnn1-c1ccc2c(c1)OCO2)NCc1cccs1
 : -9%	6%[57.1 µM]	0%	20%	1%	-6	-1%	4%[57.1 µM]	3%
- COc1cccc(C2CC(=O)N(c3ccc(F)cc3)C3=C2C(=O)OC3)c1OC (stereo not given)
 : /	47%[11.4 µM]	/	4%	/	-1	/	1%	12%
- COc1ccccc1NC(C)C(=O)N/N=C/c1cccs1 (stereo not given)
 : -8%	13%[11.4 µM]	-1%	-18%	1%	0	-2%	10%[57.1 µM]	?
- CCOc1ccc(N=Nc2c(=O)[nH]n3c(C)cc(C)nc23)cc1
 : 1%	?	0%	25%	9%	-8	-4%	?	-8%
- CC(C)Oc1c(Br)cc(Br)cc1/C=N/NC(N)=S
 : -1%	-34%	-7%	-27%	?	0	-14%	-18%	-23%
- COc1ccc(NC(=O)C(=O)NCC(c2cccnc2)N2CCc3ccccc3C2)cc1 (stereo not given)
 : 2%	-24%	10%	-14%	7%	-5	-16%	-22%	-26%
- O=C(O)c1ccc([N+](=O)[O-])cc1
 : -10%	10%	-2%	24%	-4%	-4	10%	1%	-7%
- CCN(c1ccccc1)S(=O)(=O)c1cc2c(cc1C)N(C)CCO2
 : -9%	-10%	-2%	-13%	0%	4	-1%	7%[57.1 µM]	-12%
- Cc1cccc(NC2=C(NCCO)C(=O)c3ccccc3C2=O)c1
 : -3%	37%[57.1 µM]	-1%	-17%	-9%	29	19%	6%	32µM*
- Cn1c([N+](=O)[O-])cnc1N1CCN(c2nncs2)C1=O
 : 0%	4%[2.29 µM]	-3%	2%	1%	-2	-3%	-2%[57.1 µM]	-27%
- CCOC(=O)N1CCC(NC(=O)c2cc(C(=O)Nc3ccc(F)cc3F)ccc2CO)CC1
 : 1%	26%[57.1 µM]	-1%	-15%	5%	0	13%	1%[57.1 µM]	-20%
- CCS(=O)(=O)N1CCC(C(=O)Oc2ccc(C(=O)OC)cc2)CC1
 : -9%	19%	-2%	-13%	1%	0	0%	4%	-7%
- COc1cccc(C2=NN(C(=O)c3cccs3)C(O)(C(F)(F)F)C2)c1 (stereo not given)
 : 5%	4%[57.1 µM]	-1%	?	-23%	-4	10%	-8%[57.1 µM]	-20%
- O=C(Cn1nnc(-c2ccc(F)cc2)n1)NC(=O)NC1CCCCC1
 : -8%	/	7%	/	-19%	-4	0%	/	-2%
- Cc1ccccc1-c1nc(CS(=O)(=O)CC(=O)Nc2c(C)cccc2C)c(C)o1
 : -8%	6%	2%	6%	-1%	-2&-16	5%	13%	-12%
- Cc1ccc(-c2cc(C(=O)Oc3ccc(C#N)cc3)no2)cc1C
 : 5%	?	1%	9%	-7%	3	0%	4%	-18%
- Cc1cccc(N2CCC(NCc3c(C(=O)N4CCCCC4)nc4c(C)cccn34)CC2)c1
 : -1%	-56%	1%	-38%	-14%	0	7%	-10%[57.1 µM]	-10%
- CCN(C(=O)CSc1nc(C2CC2)n(-c2ccccc2)n1)C1CCS(=O)(=O)C1 (stereo not given)
 : 3%	-2%	-4%	-23%	-5%	-1	4%	-7%	-21%
- CC1CN(CC(=O)NCc2ccccc2)CC(C)O1 (stereo not given)
 : -1%	30%	-3%	-2%	-10%	-2	-3%	2%	-12%
- O=C(NCc1cccnc1)C1CC(=O)N(CCc2ccccc2)C1 (stereo not given)
 : 6%	9%	-1%	5%	1%	-13	1%	1%	-14%
- Cc1c(-c2ccccc2)c(=O)oc2c(CN3CCOCC3)c(O)ccc12
 : 0%	32%[57.1 µM]	2%	-11%	-2%	1	-11%	265%[activator][57.1 µM]	11%
- CC1CC=CC2C1C(=O)N(Cc1ccccc1)C2c1ccc(-c2ccoc2)cc1F (stereo not given)
 : -13%	-19%	?	?	/	/	/	0%	/
- Cc1ccccc1CSCC(=O)NNC(=S)NCC1CCCO1 (stereo not given)
 : 3%	-17%	-3%	0%	5%	-7	-2%	-6%	-15%
- COc1ccc(OC)c(C(=O)COC(=O)c2[nH]c(C)c(C(C)=O)c2C)c1
 : -10%	-3%	-3%	-15%	-20%	-4	3%	22%	-25%
- O=C(CCSCCc1ccccn1)Nc1cc(F)ccc1F
 : -3%&0%	9%[57.1 µM]	-2%&-4%	-34%&21%	0%&-1%	-4&-3	25%&3%	0%[57.1 µM]	-15%&-23%
- Cc1cc(Cl)n2c(nc3cc(F)c(F)cc32)c1C#N
 : ?	6.3µM*	-13%	?	-6%	8	0%	2%[57.1 µM]	-18%
- COCCCNC(=O)c1ccc(Cn2c(=O)c3ccccc3n(CC(=O)Nc3ccc(C)cc3C)c2=O)cc1
 : 4%	8%	-2%	-9%	1%	3	6%	4%	-30%
- COc1ccc(S(=O)(=O)Nc2c(C)nn(C)c2C)cc1Br
 : 0%	6%	-3%	10%	-2%	-2	0%	3%	-12%
